Growth percent in the NCI-60 one-dose screen (48 h, 10 µM unless noted): 100 = growth as untreated, 0 = no growth, -100 = all killed.
SN12C: SN12C renal cancer cells; 81,000 compounds, 3.8% hits
SF-295: SF-295 CNS cancer cells; AID 1794758; 79,000 compounds, 5.6% hits
UO-31: UO-31 renal cancer | 81,000 compounds, 5.2% hits | AID 1794768
SF-539: SF-539 CNS cancer; 81,000 compounds, 6.8% hits
SF-268: SF-268 CNS cancer cells | AID 1794759 | 82,000 compounds, 3.1% hits
U251: U251 CNS tumor cells. 80,000 compounds, 5.4% hits
DU-145: DU-145 prostate cancer | 81,000 compounds, 4.2% hits | AID 1794760
PC-3: PC-3 prostate cancer cells; 80,000 compounds, 3.9% hits; AID 1794754
786-0: 786-0 renal cancer cells. 81,000 compounds, 5.1% hits. AID 1794775
Starred values were filed as active, the others as inactive; · = not tested or not shown; & = joins results of further samples. The calls were made as follows: active = growth percent below 10; inactive = the rest. Compounds as they come. Share with any hit: about 9.4%.

SMILES	SN12C	SF-295	UO-31	SF-539	SF-268	U251	DU-145	PC-3	786-0
O=C(O)c1cc2oc3ccccc3c2cc1O	98	105	71	93	99	100	94	96	103
O=C(N/N=C\c1ccc([N+](=O)[O-])cc1)c1ccncc1	101	112	94	110	113	94	142	·	106
O=C(NCCCO)NCN1C(=O)c2cccc3cccc(c23)C1=O	107	100	96	101	107	97	110	98	97
Cn1c(=O)c2[nH]c(SCC(=O)Nc3ccc(C(=O)/C=C/c4ccccc4)cc3)nc2n(C)c1=O	91	92	87	110	83	81	98	88	83
CCC(C)c1ccc(O)c(C(C)CC)c1 (stereo unspecified)	106	102	89	103	98	98	95	101	96
O=C(CN1C(=O)NC(c2ccccc2)(c2ccccc2)C1=O)c1ccc(F)cc1	98	97	73	101	99	107	118	96	103
O=c1cc[nH]c(=S)[nH]1	97	96	85	108	115	103	121	96	97
O=c1[nH]c2ccccc2nc1/C=C(\O)c1ccncc1	112	79	99	99	124	113	119	101	101
Cc1cccc(NC(=O)CCCCC(=O)Nc2cccc(C)c2)c1	98	77	109	103	107	·	111	90	101
O=C(O)c1cc(NCc2cccc(Cl)c2)ccc1N1CCOCC1	101	104	98	107	97	101	104	102	89
C=C(C)[C@@H]1CC[C@]2(COC(C)=O)CC[C@]3(C)[C@H](CC[C@@H]4[C@@]5(C)CC[C@H](OC(=O)c6cccc(OC(C)=O)c6OC(C)=O)C(C)(C)[C@@H]5CC[C@]43C)[C@@H]12	110	97	90	103	96	96	104	87	99
CN(C)S(=O)(=O)C(C)(C)c1ccccc1	94	107	93	148	116	102	130	102	101
Cc1c(N=Nc2cc(N=Nc3ccc(N=Nc4ccc(O)c(C(=O)O)c4)cc3)c(N)cc2N)cccc1S(=O)(=O)O	94	87	64	104	97	95	96	84	·
COc1ccc(/C=C\C(=O)OCC2CCCCC2)cc1	107	93	89	96	99	96	104	87	94
COC(=O)c1nn(-c2ccccc2)c2occc2c1=O	110	104	68	103	104	106	110	90	102
Nc1ccccc1SC(CC(=O)c1ccccc1)c1c(Cl)cccc1Cl (stereo unspecified)	63	94	58	101	56	27	24	·	97
CN1CCN(CCCCOc2ccc3c(c2)CCCC(=O)N3)CC1	101	104	69	103	110	107	114	120	111
CS(=O)(=O)O[C@@H]1CO[C@H]2[C@@H]1OC[C@H]2OS(C)(=O)=O	100	117	83	99	104	96	111	100	98
COc1cc2nc(Sc3ncccc3C(=O)O)n(Cc3ccccc3)c(=O)c2cc1OC	92	94	85	97	127	108	122	90	114
COc1ccc2nccc(/C=C/c3ccccc3N)c2c1	109	98	82	103	92	94	107	93	97

Taken from above:
Cc1c(N=Nc2cc(N=Nc3ccc(N=Nc4ccc(O)c(C(=O)O)c4)cc3)c(N)cc2N)cccc1S(=O)(=O)O | U251: 95
O=c1cc[nH]c(=S)[nH]1 | SF-295: 96
O=C(CN1C(=O)NC(c2ccccc2)(c2ccccc2)C1=O)c1ccc(F)cc1 | SN12C: 98

Continuation:
SMILES	SN12C	SF-295	UO-31	SF-539	SF-268	U251	DU-145	PC-3	786-0
CCNC(=O)c1[nH]cc(-c2ccccc2)c1-c1cc(OC)c2c(c1OC)OCO2	99	100	76	102	98	103	112	93	101
C=C(C)[C@@H]1CC[C@]2(C(=O)NCC(=O)OC)CC[C@]3(C)[C@H](CC[C@@H]4[C@@]5(C)Cc6c([nH]c7ccccc67)C(C)(C)[C@@H]5CC[C@]43C)[C@@H]12	71	77	65	85	75	59	84	49	75
O=C(CSC(=S)N1CCN(Cc2ccccc2)CC1)Nc1nc2ccc(Cl)cc2s1	117	·	75	103	103	104	129	86	106
Nc1ccc(S(N)(=O)=O)cc1	99&99	101&93	96&84	103&105	102&105	104&101	119&111	95&104	104&94
Nc1ccn([C@H]2CC[C@@H](CO)O2)c(=O)n1	102	108	89	112	99	101	108	93	103
O=C(O)CNC(=O)Nc1ccccc1	101	90	102	·	108	105	115	109	96
COc1ccc(C(=O)/C=C/c2cn(-c3ccccc3)nc2-c2ccc(Cl)cc2)cc1	86	109	95	93	94	87	103	81	87
CC1CC(C)(C)CC(=O)O1 (stereo unspecified)	109	99	89	94	107	98	107	98	97
CNC[C@H](O)c1cccc(O)c1	88	115	103	·	126	112	·	100	103
O=C1CCC(C(=O)O)C1 (stereo unspecified)	107	98	94	95	111	99	108	88	86
Cc1ccc(C(=O)CCC(=O)O)c(C)c1	101	99	101	104	105	102	115	105	105
O=C(O)c1ccccc1Nc1ccccc1[N+](=O)[O-]	108	113	77	108	102	115	127	87	108
CN1CCN(Cc2nnc3n(Cc4ccccc4)c(=O)c4c5c(sc4n23)CCCC5)CC1	93	100	67	102	91	87	104	74	92
CNC(=O)c1cn(C2CC2)c2cc(N3CCN(C(=O)c4ccccc4)CC3)c(F)cc2c1=O	99	98	82	98	104	100	109	94	96
COc1ccc(/C=C2\N=C(Nc3ccccc3)N(NC(=O)c3ccccn3)C2=O)cc1	95	98	72	98	101	96	109	101	96
Cc1sc2nc(Cc3nc4ccccc4s3)[nH]c(=O)c2c1C	99	100	82	99	99	100	109	94	98
CC(C)C[C@H](NC(=O)CCn1ccc2ccccc2c1=O)B(O)O	64	41	57	-11*	70	68	60	56	48
C#CCOc1ccccc1C(Nc1ccccc1)c1nnnn1C1CCCCC1 (stereo unspecified)	104	88	78	101	94	100	105	93	88
CCSc1nc(-c2cccc(Br)c2)c(C#N)c(N2CCCCC2)n1	98	104	99	109	109	104	117	101	106
CCOC(=O)[C@]1(Br)CC[C@]1(Br)C(=O)OCC	87	97	83	87	106	107	117	107	97

Reprinted from the part before: 2 compounds, followed by the next part.
SMILES	SN12C	SF-295	UO-31	SF-539	SF-268	U251	DU-145	PC-3	786-0
CCSc1nc(-c2cccc(Br)c2)c(C#N)c(N2CCCCC2)n1	98	104	99	109	109	104	117	101	106
CCOC(=O)[C@]1(Br)CC[C@]1(Br)C(=O)OCC	87	97	83	87	106	107	117	107	97
CC(C)(C)CCC(Br)CBr (stereo unspecified)	106	100	89	106	97	97	95	101	95
O=C1NC(=O)C23C=CC(O2)C2(O)CCCc4cccc(c42)N13 (stereo unspecified)	100	101	84	96	103	112	115	94	99
CCCNCC(O)COc1ccccc1C(=O)CCc1ccccc1 (stereo unspecified)	86	95	70	100	108	103	97	94	77
COc1ccc(OC)c(Nc2nc(-c3c(C)nc4sccn34)cs2)c1	90	53	78	76	102	89	82	38	101
CCSc1nnc(-c2ccc(NC(=O)c3cccnc3)cc2)o1	52	105	108	98	109	85	109	106	100
O=C1c2ccccc2C(=O)c2c(N=Nc3sc(=S)n(-c4ccc(O)cc4)c3O)cccc21	61	48	93	100	67	59	34	36	47
O=c1c2sc3ncc(Br)cc3c2nnn1-c1ccccc1	96	·	102	101	102	97	104	95	99
COc1cc(NC(=O)CSc2nnc(-c3ccc(-c4nc5ccc(Cl)cc5[nH]4)cc3)o2)cc(OC)c1OC	47	65	64	24	53	33	96	52	57
Nc1ccc(OCc2ccccc2)cc1	97	110	·	100	105	102	112	89	88
Cc1ccc(NC(=S)NCCO)cc1	93	110	90	97	99	91	109	91	107
O=C(CSc1nnc(-c2ccc3nc(-c4ccc(Cl)cc4)[nH]c3c2)o1)Nc1ccccc1	97	101	84	93	103	95	106	97	107
Cc1cc2nc(-c3ccccn3)n3c(=O)cc(C)n3c2cc1C	103	96	99	100	111	95	113	50	101
Cc1cc(C)cc(NNc2cc(Br)cc(Br)c2)c1	96	103	97	108	107	97	109	98	99
COCCN(CC(=O)N(CC(=O)N(CC(=O)O)Cc1ccccc1)CC(C)C)C(=O)CN(CC(=O)O)C(=O)CN	102	96	89	104	101	102	116	104	102
CC(=O)CC(=O)Nc1nccs1	110	122	102	118	113	101	123	92	108
C/C(=C(/C)c1ccc(O)cc1)c1ccc(O)cc1	84	95	80	81	96	88	108	78	95
C(CCCCCCCCCCOC1CCCCC1)CCCCCCCCCOC1CCCCC1	108	104	84	105	112	111	116	100	106
O=c1/c(=C/C(Br)=C/c2ccccc2)sc2nc3ccccc3n12	108	105	87	107	107	100	105	111	110
N#CC1(C#N)C2=C(CCCC2)NC(c2c(F)cccc2Cl)C1(C#N)C#N (stereo unspecified)	72	81	70	50	90	61	90	72	89
N#Cc1ccccc1-c1n[nH]nc1-c1ccccc1	90	119	79	100	95	91	129	87	116
CC(C)C(=O)N(C(C)C)C(C)C	100	104	99	105	104	104	111	99	105
COc1cc(-c2cc(-c3cc(OC)c(OC)c(OC)c3)nc3nc(N)[nH]c(=O)c23)ccc1Oc1ccnc2cc(Cl)ccc12	31	94	46	-60*	47	23	34	26	51
CC(=O)OCC(=O)C1CCC=CC1OC(C)=O (stereo unspecified)	99	95	66	103	106	·	103	105	99
COc1ccc(Oc2ccccc2C(=O)O)cc1	87	112	68	103	93	98	112	79	94
COc1ccc2nc3cc(Cl)ccc3c(N3CCN(c4ccnc(N5CCN(C)CC5)n4)CC3)c2c1	37	94	51	·	53	46	3.8*	63	79
Cc1cc2nc3cc(C)c(N)cc3[n+](-c3ccccc3)c2cc1N	14	34	84	50	24	19	73	42	59
O=S(=O)(NCCCNc1nccc(-c2cn(-c3ccccc3)nc2-c2ccc(Cl)c(O)c2)n1)c1ccc(Cl)cc1	70	62	59	83	61	64	82	·	76
COc1cccc(CCC(=O)c2cc3c(N)c(C(=O)Nc4cccc(Cl)c4C)sc3nc2C)c1	36	3.0*	31	-42*	37	17	14	19	26
O=C(CN1CCCCC1)Nc1cccc(-c2cc3ccccc3[nH]2)c1	90	90	79	94	84	67	88	81	72
COC(=O)c1ccc(/C=C(\C#N)c2cc3ccccc3[nH]2)cc1	97	99	69	88	103	96	117	93	110
Nc1cc2ccc(S(=O)(=O)O)cc2cc1S(=O)(=O)O	113&103	125&114	76&71	98&99	92&104	100&106	100&113	110&100	103&108
O=[N+]([O-])c1ccc(-c2cs/c(=N/N=C\c3ccc(Br)cc3)n2/N=C/c2ccc(Br)cc2)cc1	104	115	94	103	101	103	102	100	101
CCCCN1C(=O)/C(=c2\sc3n(c2=O)NC2C(N=3)N(CC)C(=O)N2CC)c2ccccc21 (stereo unspecified)	50	70	40	13	49	34	21	45	54

A draw from above in order of count of non-hydrogen atoms, falling:
SMILES	SN12C	SF-295	UO-31	SF-539	SF-268	U251	DU-145	PC-3	786-0
COc1cc(-c2cc(-c3cc(OC)c(OC)c(OC)c3)nc3nc(N)[nH]c(=O)c23)ccc1Oc1ccnc2cc(Cl)ccc12	31	94	46	-60*	47	23	34	26	51
O=S(=O)(NCCCNc1nccc(-c2cn(-c3ccccc3)nc2-c2ccc(Cl)c(O)c2)n1)c1ccc(Cl)cc1	70	62	59	83	61	64	82	·	76
COc1cc(NC(=O)CSc2nnc(-c3ccc(-c4nc5ccc(Cl)cc5[nH]4)cc3)o2)cc(OC)c1OC	47	65	64	24	53	33	96	52	57
COc1ccc2nc3cc(Cl)ccc3c(N3CCN(c4ccnc(N5CCN(C)CC5)n4)CC3)c2c1	37	94	51	·	53	46	3.8*	63	79
C(CCCCCCCCCCOC1CCCCC1)CCCCCCCCCOC1CCCCC1	108	104	84	105	112	111	116	100	106
O=[N+]([O-])c1ccc(-c2cs/c(=N/N=C\c3ccc(Br)cc3)n2/N=C/c2ccc(Br)cc2)cc1	104	115	94	103	101	103	102	100	101
CCCCN1C(=O)/C(=c2\sc3n(c2=O)NC2C(N=3)N(CC)C(=O)N2CC)c2ccccc21 (stereo unspecified)	50	70	40	13	49	34	21	45	54
N#CC1(C#N)C2=C(CCCC2)NC(c2c(F)cccc2Cl)C1(C#N)C#N (stereo unspecified)	72	81	70	50	90	61	90	72	89
O=C(CN1CCCCC1)Nc1cccc(-c2cc3ccccc3[nH]2)c1	90	90	79	94	84	67	88	81	72
Cc1cc2nc3cc(C)c(N)cc3[n+](-c3ccccc3)c2cc1N	14	34	84	50	24	19	73	42	59
COC(=O)c1ccc(/C=C(\C#N)c2cc3ccccc3[nH]2)cc1	97	99	69	88	103	96	117	93	110
O=c1c2sc3ncc(Br)cc3c2nnn1-c1ccccc1	96	·	102	101	102	97	104	95	99
Nc1cc2ccc(S(=O)(=O)O)cc2cc1S(=O)(=O)O	113&103	125&114	76&71	98&99	92&104	100&106	100&113	110&100	103&108
Cc1cc(C)cc(NNc2cc(Br)cc(Br)c2)c1	96	103	97	108	107	97	109	98	99
CC(=O)OCC(=O)C1CCC=CC1OC(C)=O (stereo unspecified)	99	95	66	103	106	·	103	105	99
Nc1ccc(OCc2ccccc2)cc1	97	110	·	100	105	102	112	89	88
Cc1ccc(NC(=S)NCCO)cc1	93	110	90	97	99	91	109	91	107
CC(C)C(=O)N(C(C)C)C(C)C	100	104	99	105	104	104	111	99	105

Source: PubChem BioAssay
